High-throughput results from PubChem.
TRPV1 ag – HTS Assay for Compounds that Act as Agonists of the Vanilloid Receptor 1; 320,000 compounds, 0.19% hits; activation, % at 8.33 µM; TRPV1-expressing cells, Fluo-8 calcium influx, agonist mode; in the data active = activation above about 80%; inconclusive = between about 30% and that limit; also: 0% is about no effect
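TRPV1-expressing cells were cultured overnight at 35.5C and loaded with Fluo-8 calcium dye for 40 to 90 min at room temperature. After a 10 s baseline, compound was added and calcium influx was read kinetically for 3 min (ex 480/em 520 nm).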
Coupling enz – qHTS Assay for Inhibitors of Fructose-1,6-bisphosphate Aldolase from Giardia Lamblia: Coupling assay counterscreen | activity change, negative = inhibition, % at 58.2 µM, hits read low | 290,000 compounds, 0.67% hits | coupling enzyme system counterscreen, AmpLite Red fluorescence | AID 2472, 2010; in the data active = activity change below about -30%; also: % is scaled to controls: 0 for no effect and ±100 for the full control effect
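Compounds tested against the coupling enzymes alone at 57.5 uM final; readout was AmpLite Red fluorescence (525/598 nm) after 20 min at RT.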
MBNL1-CUG inh – qHTS Assay for Inhibitors of MBNL1-poly(CUG) RNA binding; 280,000 compounds, 0.036% hits; Muscleblind-like protein 1 (Homo sapiens), Q9NR56; Potency, µM (doses to about 57.5 µM), for the others: at the highest dose activity change, negative = inhibition, hits mostly inhibitors; TR-FRET MBNL1-His/biotin-(CUG)12 binding, 665/545 ratio; AID 2675, 2010; active = well fitted inhibition curve with a large enough effect in the signal ratio, with a control signal flat, not every such curve was filed as active; inconclusive = small, poorly fitted or top-dose-only effect, or effect the other way, or a change in a side signal; inactive = no such curve, though single readings can be large or run the other way; the % refers to the signal ratio; also: potency is read from the fitted curve at half-maximal effect; % is scaled to controls: 0 for no effect and ±100 for the full control effect
Target sequence (Q9NR56 whole entry, looked up): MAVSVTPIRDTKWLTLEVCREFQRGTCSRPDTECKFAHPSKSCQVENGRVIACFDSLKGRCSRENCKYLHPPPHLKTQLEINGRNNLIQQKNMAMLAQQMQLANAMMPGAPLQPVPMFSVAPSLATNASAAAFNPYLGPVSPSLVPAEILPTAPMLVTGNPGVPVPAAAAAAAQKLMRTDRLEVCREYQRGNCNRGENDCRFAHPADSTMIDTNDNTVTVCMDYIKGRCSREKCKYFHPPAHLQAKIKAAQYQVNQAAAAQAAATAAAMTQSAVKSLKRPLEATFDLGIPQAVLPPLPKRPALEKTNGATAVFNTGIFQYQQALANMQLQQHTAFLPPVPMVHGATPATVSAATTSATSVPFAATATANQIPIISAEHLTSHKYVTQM
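TR-FRET readout: Ex 340 nm, 665/545 nm emission ratio, normalized to buffer-only (basal) and MBNL1-(CUG)12 controls. Complex of MBNL1-His with Biotin-(CUG)12, compounds 92 nM–58 uM, incubated 60 min at room temperature.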
KCNH2 WT inh – qHTS for Inhibitors of KCHN2 3.1: Wildtype qHTS; Voltage-gated inwardly rectifying potassium channel KCNH2 (Homo sapiens), Q12809; U2OS, BacMam KCNH2, thallium flux FluxOr; active compounds read low; activity change, % at 1.84 µM; 340,000 compounds, 0.37% hits;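 active = maximum activity change below -70%; inconclusive = maximum activity change between -70% and -50%; inactive = maximum activity change above -50%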; also: % is scaled to controls: 0 for no effect and ±100 for the full control effect
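U2OS cells were transduced with wild-type KCNH2 virus (2.03 x 10^8 / mL) for 4 h at room temperature, then cultured overnight at 37 C. Thallium flux was read with FluxOr dye. Rate constants were normalized to DMSO controls.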
a7 integrin act – qHTS for Activators of Integrin-Mediated Alleviation for Muscular Dystrophy; alpha7betagal myoblasts, beta-gal FDG fluorescence, 48 h; Potency, µM (top dose mostly 38.3 µM), for the others: top-dose activation, most hits filed as activators; 350,000 compounds, 0.064% hits; AID 624291, 2012;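 also: potency is read from the fitted curve at half-maximal effect; 100% = response of the positive control SU9516; nearly all actives have a fitted effect of over 60% in size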
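Alpha7betagal+/- myoblasts (passage 13) were plated 16-24 hr, then exposed to compounds (1:260 dilution of DMSO stock) for 48 hours at 37C. After MPER lysis, β-galactosidase reporter activity was read as FDG fluorescence (ex 480/em 540) after 30 minutes.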
AT treatment – qHTS Assay for Identifying a Potential Treatment of Ataxia-Telangiectasia; 320,000 compounds, 0.19% hits; […] A-T fibroblasts, KAP-1 phosphorylation AlphaLISA; neocarzinostatin DNA damage 30 min before lysis; Potency, µM (series often up to 57.5 µM), without a hit: top-dose activation, actives largely listed as activators; also: potency is read from the fitted curve at half-maximal effect; % of control where 0% means no effect; nearly all actives have a fitted effect of over 45% in size
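hTERT-immortalized A-T patient fibroblasts ([…]), 500 cells/well in OPTI-MEM, 1% FBS, got compounds for 60 min, then NCS for 30 min at 37C. Lysates were then assayed for phospho-KAP-1 by AlphaLISA (anti-pKAP1 donor, anti-KAP1 acceptor beads), 6 hr at 25C.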
KCNH2 3.1 inh – qHTS for Inhibitors of KCHN2 3.1: Mutant qHTS | Potassium voltage-gated channel subfamily H member 2, brain isoform KCNH2 3.1 (human) | U2OS KCNH2 3.1, thallium flux FluxOr; active compounds read low | activity change, % (tested at about 1.8 µM) | 340,000 compounds, 0.95% hits | AID 720553, 2013;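 active = maximum activity change below -70%; inconclusive = maximum activity change from -70% to -50%; inactive = maximum activity change above -50%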;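 also: thallium influx rate constant from kinetic fluorescence after stimulation buffer; % is scaled to controls: 0 for no effect and ±100 for the full control effect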
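Measured as rate of thallium-driven FluxOr signal in transduced U2OS cells carrying the 3.1 channel, read kinetically for 2 min upon stimulation; values are rate constants scaled to DMSO control wells.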
CXXC DNA block – qHTS Fluorescence Polarization Assay for Inhibitors of MLL CXXC domain - DNA interaction; AID 2662, 2010; Potency, µM (doses to about 115 µM), inactives show at the top dose activity change, negative = inhibition, actives largely listed as inhibitors; Histone-lysine N-methyltransferase 2A (Homo sapiens), Q03164; 290,000 compounds, 0.037% hits; MLL-CXXC / FITC-HOXA9 DNA fluorescence polarization; active = well fitted inhibition curve with a large enough effect in the polarisation, with a control signal flat, not every such curve was filed as active; inconclusive = small, poorly fitted or top-dose-only effect, or effect the other way, or a change in a side signal; inactive = no such curve, though single readings can be large or run the other way; the % refers to the polarisation; also: potency is read from the fitted curve at half-maximal effect
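Purified MLL-CXXC (added from a 7 uM solution) was preincubated 5 min at ambient with pinned compounds in 50 mM Tris-HCl pH 7.5, 50 mM NaCl, 1 mM DTT, 0.05% BSA. Fluorescein-labeled HOX-A9 DNA (50 nM solution) followed, 30 min, then polarization read.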
GALK inh – qHTS Assay for Inhibitors of Human Galactokinase (GALK). Purified GALK, Kinase-Glo residual ATP luminescence. Potency, µM (highest dose often 57.5 µM), inactives show top-dose activity change, negative = inhibition, hits mostly inhibitors. 270,000 compounds, 0.007% hits. AID 1868, 2009; also: potency is read from the fitted curve at half-maximal effect; % is scaled to controls: 0 for no effect and ±100 for the full control effect
Target sequence (P51570 whole entry, looked up): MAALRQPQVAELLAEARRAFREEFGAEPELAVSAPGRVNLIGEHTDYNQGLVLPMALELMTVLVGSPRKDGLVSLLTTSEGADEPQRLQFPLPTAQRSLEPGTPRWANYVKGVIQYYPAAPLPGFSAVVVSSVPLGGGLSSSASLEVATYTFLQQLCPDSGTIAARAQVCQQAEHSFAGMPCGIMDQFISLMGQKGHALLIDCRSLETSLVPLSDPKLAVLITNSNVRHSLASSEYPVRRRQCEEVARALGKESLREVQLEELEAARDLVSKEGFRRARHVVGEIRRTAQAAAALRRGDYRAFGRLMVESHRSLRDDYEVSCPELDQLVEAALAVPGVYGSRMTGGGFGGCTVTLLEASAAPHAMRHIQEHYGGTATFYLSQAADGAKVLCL
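5 nM enzyme, 35 uM ATP, 100 uM galactose, 20 mM HEPES pH8.0, 5 mM MgCl2; 1 h RT; residual ATP by Kinase-Glo Plus luminescence, qHTS format.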
ASM inhibitor – Inhibitors of Secretory Acid Sphingomyelinase (S-ASM): qHTS; Potency, µM (highest dose often 57.5 µM), inactives show at the top dose activity change, negative = inhibition, most hits filed as inhibitors; placental ASM, HMU-PC fluorogenic substrate, 60 min; AID 504937, 2011; 340,000 compounds, 0.006% hits; Sphingomyelin phosphodiesterase (Homo sapiens), P17405; also: potency is read from the fitted curve at half-maximal effect
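HMU-PC0 cleavage (9 uM final) by human placental ASM, 60 min at 37 °C following 10 min compound exposure at RT; stopped at pH 10, fluorescence Ex 386/Em 447 nm.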
Starred values were filed as active, the others as inactive; ? = inconclusive; . = not tested or not shown; [ ] = another dose, or the depositor's remark. Unless noted, calls follow the shape of the dose curve; as a rule, active = well fitted curve in the direction sought with a large enough effect; inconclusive = small, poorly fitted or top-dose-only effect, or another doubt; inactive = no such curve, though single readings can be large; an effect the other way counts as inactive or inconclusive.

SMILES | TRPV1 ag | Coupling enz | MBNL1-CUG inh | KCNH2 WT inh | a7 integrin act | AT treatment | KCNH2 3.1 inh | CXXC DNA block | GALK inh | ASM inhibitor
O=C(NCc1csc(-c2cccs2)n1)C1CCCCC1 | 28.1 | -0.8 | 14.2% | -6.6 | 8.4% | 4.1% | 7.3 | -12.4% | -1.5% | 3.4%
Cc1ccc(S(=O)(=O)CNC(=S)c2cccc(C)c2)cc1 | 1.9 | 0.5 | -15.3% | -27.2 | -21.9% | -3.1% | 2.0 | 17.0% | -3.0% | -4.4%
O=C(NC(c1ccccc1)c1ccccc1)c1ccc(=O)[nH]n1 | ? | 7.0 | 0.5% | -0.1 | -23.3% | 4.0% | -16.4 | -8.5% | -3.6% | 3.1%
COc1ccc(CCNC(=O)C(=O)NCC2OCCN2S(=O)(=O)c2ccc(Cl)cc2)cc1OC (stereo not drawn) | 4.3 | 2.2 | -0.5% | 3.3 | 10.9% | 9.4% | -16.0 | . | . | 4.8%
Cc1cc2cc(C(c3nnnn3C(C)(C)C)N(Cc3ccco3)CC3CCCO3)c(=O)[nH]c2cc1C (stereo not drawn) | ? | . | -1.2% | -0.1 | -25.9% | 2.9% | 1.4 | -5.0% | -0.7% | -1.0%
Cc1cc(C)c(S(=O)(=O)Cc2ccc(Cl)cc2)c(=O)[nH]1 | -7.0 | -1.1 | -5.4% | 0.5 | 24.8% | -4.2% | -2.4 | 18.9% | 3.7% | -1.0%
CCOC(=O)C1CCCN(S(=O)(=O)c2ccc(S(=O)(=O)N3CCCC3)cc2)C1 (stereo not drawn) | -3.5 | . | . | 3.8 | 4.2% | -2.9% | 1.0 | . | . | 1.0%
Cc1ccccc1-c1nnc(SCC(=O)NC2CCCC2)o1 | 1.7 | 2.9 | -5.3% | -2.3 | 0.0% | . | 11.7 | 4.8% | -0.8% | -3.0%
O=[N+]([O-])c1cc(/C=N/O)ccc1Oc1cccc(Cl)c1 | ? | 1.3 | ? | 10.7 | 21.2% | -4.1% | 8.7 | ? | 1.0% | 13.4%
CCOc1ccccc1N1CC(C(=O)Nc2cc(S(=O)(=O)N3CCOCC3)ccc2OC(C)C)CC1=O (stereo not drawn) | . | . | . | 1.3 | -8.8% | . | 18.4 | . | . | 0.8%
O=C(CNC1CCCCC1)NN=C(c1ccccc1)c1ccccc1 | 28.5 | -1.7 | -1.7% | 9.6 | -58.2%[inhibitor] | 1.0% | -35.2 | -9.7% | -0.7% | -3.4%
Cc1cccc(C)c1NC(=O)CN(C)C(=O)c1ccccc1C(=O)N(C)Cc1ccccc1 | -0.2 | 0.7 | -3.8% | -1.0 | -6.8% | 14.5% | 4.8 | 7.3% | -1.1% | 0.9%
CCOC(=O)c1cc(CC)sc1/N=C/C1C(=O)CCCC1=O | 8.0 | 1.7 | ? | -5.4 | 9.3% | -0.6% | -7.1 | 5.0% | 0.6% | 0.0%
O=c1[nH]c(CSc2nnc3ccccn23)nc2ccccc12 | -1.8 | 3.0 | -4.0% | 3.6 | 1.8% | -2.9% | 0.2 | 5.1% | 0.5% | 2.7%
Cc1ccc(NC(=O)N2C(=O)C3(OCCO3)c3ccccc32)cc1 | ? | -2.0 | 0.4% | 1.1 | 4.1% | 5.6% | 2.3 | 2.8% | -0.3% | -1.6%
COCCNS(=O)(=O)c1ccc(OCC(=O)OC)c(Cl)c1 | -1.1 | -0.4 | 1.4% | -0.6 | -1.5%[7.66 µM] | -0.7% | -6.2 | 1.4% | -0.8% | 3.6%
Cc1nn(-c2ccccc2)c(C)c1C(=O)OCC(=O)N(C)C1CCS(=O)(=O)C1 (stereo not drawn) | 5.4 | -0.9 | -2.9% | 0.7 | -10.9% | -13.9% | -8.5 | -6.3% | 12.2% | 3.8%
CC(Sc1nc2ccccc2o1)C(=O)O (stereo not drawn) | -0.4 | 2.2 | -2.3% | -5.2 | 0.4% | -1.5% | -5.4 | 3.9% | 0.5% | 6.5%
COC(=O)C1=C(C)N(C)C(=S)NC1c1c(OC)ccc2ccccc12 (stereo not drawn) | 0.9 | 0.4 | ? | 15.1 | 13.7% | 0.4% | 9.9 | -13.7% | 0.3% | 8.7%
OC(CNCc1ccccc1)(c1ccccc1)c1ccccc1 | 5.3 | 1.9 | -2.0% | -7.2 | -11.0% | 3.9% | -1.4 | -9.7% | 3.4% | 1.3%
Cc1ccc(NS(=O)(=O)c2cccc(C(=O)N3CCCC(C)C3)c2)cc1 (stereo not drawn) | 12.3 | . | . | -13.7 | -9.0% | 2.6% | 18.0 | . | . | -1.9%
O=C(NCc1ccco1)C1CCN(Cc2ccc(F)cc2)CC1 | -1.7 | 2.5 | 14.4% | -2.7 | 8.8% | . | . | 15.3% | 4.0% | 4.2%
O=C(CNC(=O)c1cccs1)c1ccc([N+](=O)[O-])cc1 | 0.6 | -0.5 | ? | -4.1 | -0.2% | 5.6% | 7.0 | 4.7% | 1.3% | 2.6%
N#Cc1c2c(c(-c3ccccc3)[nH]c1=O)CCCC2 | -2.1 | 2.1 | -1.1% | -5.4 | -19.5% | 10.0% | -10.8 | 19.9% | 5.0% | -0.1%
O=C(CSc1ccc(-c2ccc(F)cc2)nn1)NCc1ccco1 | 0.6 | -3.5 | 7.1% | -0.3 | 11.8% | -1.6% | -3.9 | 0.5% | -1.5% | -0.8%
C=CCNC(=O)/C(C#N)=C/c1ccc(C)o1 | -1.5 | 1.7 | ? | 1.3 | -23.3% | -0.4% | -11.6 | 9.8% | 9.9% | 0.8%
CC[n+]1c(/C=C/Nc2ccccc2)oc2ccccc21 | 1.8 | -16.8 | 10.3% | 69.6 | -37.5% | 4.8% | -18.4 | 55.7%[activator] | -0.6% | 144.9%[activator]
COc1ccc(O)c(/C=C(\C#N)C(=O)Nc2cccnc2)c1 | 0.6 | -2.9 | . | 1.5 | ? | -3.0% | 12.3 | -9.8% | 1.4% | 172.7%[activator]
O=C(NNC(=O)C1CCN(Cc2cccc(F)c2)CC1)c1cccc(Cl)c1 | -2.1 | -0.2 | 4.8% | 15.1 | -58.4%[inhibitor] | -0.1% | -11.1 | 0.3% | -4.2% | 0.7%
N#C/C(=C\c1c[nH]c2ccccc12)c1nnc2n1CCCCC2 | -0.5 | 0.0 | ? | -10.3 | -12.3% | -0.9% | -1.5 | -0.9% | -0.2% | -3.3%
O=C(c1cccc(C(F)(F)F)c1)C1CCCN(C(=O)CN2CCOC2=O)C1 (stereo not drawn) | 1.1 | . | 0.4% | -3.8 | -7.6% | -5.3% | 8.3 | 4.9% | 3.4% | 2.0%
Cc1cccc(C)c1Nc1nnc(SCC(=O)c2ccc3c(c2)NC(=O)CO3)s1 | 8.7 | -1.2 | 67.2%[activator] | 4.7 | 7.0% | 15.5% | -6.5 | 7.1% | 0.4% | -0.2%
CC(C)c1ccc(CN2C(=O)NC3(CCCCCC3)C2=O)cc1 | ? | -1.0 | -2.6% | -11.1 | 0.0% | 5.0% | -12.0 | -15.8% | -5.2% | -0.6%
CCn1c(Cc2ccccc2)n[nH]c1=S | -5.6 | 1.2 | -7.2% | -1.6 | 7.4% | 4.2% | 2.1 | 8.5% | -1.4% | 1.0%
O=C(N/N=C/c1ccccc1OCc1ccccc1Cl)c1cccnc1 | 18.0 | 2.6 | -3.6% | -4.3 | ? | -0.1% | -10.5 | 5.6% | 12.1% | -16.3%
Nc1nc(NC(=O)/C=C\C(=O)O)nn1-c1ccccc1 | 2.5 | -2.3 | -3.7% | 6.7 | 5.9% | -2.7% | 12.4 | 14.3% | -1.7% | -3.7%
OCC1(CO)COC(/C=C/c2ccccc2)=N1 | -1.3 | 0.0 | -10.6% | -19.8 | -16.6% | -2.7% | 9.9 | -14.6% | -2.6% | -0.2%
COc1ccc2[nH]c(C(=O)N/N=C/c3ccc(O)cc3O)cc2c1 | -2.2 | -2.2 | 8.1% | -0.3 | 0.0% | 10.0% | 1.7 | ? | 5.2% | 193.1%[activator]
